Screening data as filed in PubChem BioAssay.
esBAF inh: Bmi1 luciferase reporter increase in mESCs, primary screen, esBAF inhibitor project, mouse ES cells, Bmi1 luciferase knock-in, single point. actives 2% (n = 350,000). reporter increase, % at 12.5 µM. 24 h; 100% = twice the neutral-well signal; in the data active = activation above about 40%;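 note: 0% = median of the plate's neutral control wells and 100% = double that signal; a rise in the Bmi1 reporter signal indicates esBAF inhibition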
RAD54 branch: inhibitors of human RAD54 branch migration, primary screen, biochemical, fluorescence, single point; DNA repair and recombination protein RAD54-like (Homo sapiens), Q92698; RAD54 Holliday junction branch migration, FAM/BHQ fluorescence; inhibition, % at 10.4 µM; actives 0.14% (n = 360,000); AID 602329, 2012;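 active = mean normalized replicate activity at least 40 and at least half of replicates scoring 40 or more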;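 note: 0% = median of neutral control wells and 100% = median of positive control wells; inhibitors cause a drop in the FAM fluorescence signal; in these data hits start at about 50%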
Target sequence (Q92698 whole entry, looked up): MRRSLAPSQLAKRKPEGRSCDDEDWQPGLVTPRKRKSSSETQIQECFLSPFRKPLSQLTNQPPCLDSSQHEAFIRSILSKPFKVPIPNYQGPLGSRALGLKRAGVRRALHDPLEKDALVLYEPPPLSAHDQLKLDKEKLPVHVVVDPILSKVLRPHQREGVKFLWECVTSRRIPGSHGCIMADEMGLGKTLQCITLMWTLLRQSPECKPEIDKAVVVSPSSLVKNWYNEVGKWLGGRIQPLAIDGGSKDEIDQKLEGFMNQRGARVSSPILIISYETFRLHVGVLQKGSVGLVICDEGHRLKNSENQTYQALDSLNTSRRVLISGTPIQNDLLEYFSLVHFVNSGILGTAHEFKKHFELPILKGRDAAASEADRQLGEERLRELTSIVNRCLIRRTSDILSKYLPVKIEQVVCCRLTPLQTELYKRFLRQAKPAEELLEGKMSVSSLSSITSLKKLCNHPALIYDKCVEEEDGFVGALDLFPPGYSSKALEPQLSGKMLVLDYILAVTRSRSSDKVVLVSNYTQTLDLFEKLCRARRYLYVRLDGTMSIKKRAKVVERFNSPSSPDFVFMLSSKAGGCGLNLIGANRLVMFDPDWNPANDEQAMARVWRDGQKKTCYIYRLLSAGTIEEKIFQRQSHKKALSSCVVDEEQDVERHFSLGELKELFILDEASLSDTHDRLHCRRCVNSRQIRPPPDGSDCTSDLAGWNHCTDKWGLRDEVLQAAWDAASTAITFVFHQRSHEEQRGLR
ARNT-TACC3 inh: disruptors of ARNT/TACC3 protein interaction, primary screen, biochemical, AlphaScreen, single concentration; Transforming acidic coiled-coil-containing protein 3 (Homo sapiens), Q9Y6A5; AlphaScreen His-ARNT PAS-B/GST-TACC3 binding, luminescence; TACC3 fragment carries E629A point mutation; inhibition, % at 9.99 µM; actives 0.66% (n = 390,000); AID 623870, 2012;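 active = mean inhibition of replicates at least 50% and at least half of replicates each reaching 50%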;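 note: 0% = complete ARNT plus TACC3 wells and 100% = ARNT alone without TACC3; many hits fall short of the cut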
The depositor's hits bear a star. Not all compounds are listed, so the mix of outcomes need not match the whole.

Values run as follows: esBAF inh | RAD54 branch | ARNT-TACC3 inh
- Cc1ccccc1NC(=O)C(C)c1ccc(-c2ccccc2)c(F)c1 (stereo unspecified)
 : -23 | 2 | -10
- O=C(COC(=O)C1c2ccccc2Oc2ccccc21)NC1CCS(=O)(=O)C1 (stereo unspecified)
 : 2 | 10 | -2
- NC(=S)N=Nc1c(O)n(C2OC(=O)c3ccccc32)c2ccccc12 (stereo unspecified)
 : -8 | -6 | 1
- Cc1cc2cc(CNC(=O)C3CC3)ccc2n1C
 : 2 | -4 | -2
- CC(O)Cn1c(=O)c2c(nc(Br)n2Cc2ccccc2)n(C)c1=O (stereo unspecified)
 : 6 | -11 | -3
- Cc1ccc(NC(=O)c2c(O)c3ccccc3n(C)c2=O)nc1
 : 48* | -2 | -6
- COc1ccc(N2CCN(S(=O)(=O)c3cccs3)CC2)cc1
 : 7 | -1 | 1
- Fc1ccc(Cn2nnnc2CN2CCN(C3CCCC3)CC2)cc1
 : -2 | -1 | -5
- CCOC(=O)C(NC(=O)c1ccccc1)=C1CCCCC1
 : -6 | -2 | -5
- CC(C)Cn1c(N)c(C(=O)NCc2cccs2)c2nc3ccccc3nc21
 : 0 | 3 | -34

One compound at a time, from the list above. Order of values: esBAF inh	RAD54 branch	ARNT-TACC3 inh
Cc1ccc(NC(=O)c2c(O)c3ccccc3n(C)c2=O)nc1 reads 48*	-2	-6
CCOC(=O)C(NC(=O)c1ccccc1)=C1CCCCC1 reads -6	-2	-5

More results follow.
Values run as follows: esBAF inh | RAD54 branch | ARNT-TACC3 inh
- CC(C)(C)c1cc(NC(=O)COC(=O)c2ccc3c(=O)n4c(nc3c2)CCC4)n(-c2ccccc2)n1
 : 1 | 8 | 20
- Cc1nn(CCOc2ccccc2)c(=O)n1-c1ccccc1
 : 43* | 4 | 5
- O=C(NC1CCCCCC1)c1cc(S(=O)(=O)N2CCOCC2)ccc1N1CCCCC1
 : -1 | -2 | -2
- CCCC(=O)NCCc1ccc(S(N)(=O)=O)cc1
 : 0 | -8 | 0
- COc1ccc(C2c3c4c(n(C)c3CCN2C)CCN(C)C4c2ccc(OC)cc2)cc1 (stereo unspecified)
 : 3 | 8 | -4
- O=C(CN(C(=O)c1cc2c(s1)CCC2)C1CCCC1)NCc1cccs1
 : -1 | -12 | -1
- C#CCOCCOCCOCCNc1nc(N2CCN(C(=O)[C@H](CCC(=O)O)n3cc(C(N)CO)nn3)CC2)nc(N2CCN(C(=O)[C@H](CCC(=O)O)n3cc(C(N)[C@H](C)CC)nn3)CC2)n1 (stereo partly specified)
 : 2 | -1 | -1
- COc1cccc(-n2c(C)nnc2SCC(=O)Nc2ccccc2N2CCOCC2)c1
 : -4 | -4 | -6
- O=C(O)CCNS(=O)(=O)c1ccc2c(c1)Cc1ccccc1-2
 : -11 | 7 | 0
- CCCCNC(=O)CCCn1c(=O)[nH]c2ccc(Br)cc2c1=O
 : -8 | -4 | 9
- Cc1ccc(NC(=O)NCCc2ccc(S(N)(=O)=O)cc2)cc1
 : 1 | 6 | 15
- COc1ccc(S(=O)(=O)N(CCc2ccccc2)CC(=O)O)cc1C
 : 11 | -6 | -2
- CCN(CC)CCN(Cc1cc2cc(C)ccc2[nH]c1=O)C(=O)Nc1ccccc1OC
 : -3 | 2 | 5
- COC(=O)C1CCN(C(=O)COC(=O)c2n[nH]c3ccccc23)CC1
 : 10 | -16 | -7
- CCCCOc1ccc(C)cc1CN(CCO)CCO
 : 4 | -4 | -3
- N#C/C(C(N)=O)=c1/ccc2c(c1)N1C3=C(CCCC3)CC3CCCCC31N=2 (stereo unspecified)
 : -23 | -39 | 65*
- O=C(COC(=O)CCC(=O)c1ccc2c(c1)OCCO2)NCc1ccc2c(c1)OCO2
 : 4 | -17 | -5
- Nc1nnnn1NCc1cccc(OCc2ccccc2)c1
 : 0 | -13 | 4
- O=C(O)c1cc2ccccc2n1-c1ccccc1
 : 3 | -8 | -8
- CCOc1ccc(/C=C/[N+](=O)[O-])c2ccccc12
 : -22 | 2 | 8
- C/C(Cn1nc([N+](=O)[O-])cc1C)=N\NC(=O)c1ccc(O)cc1O
 : 31 | 1 | 5
- Cc1noc(N)c1C(=O)Nc1ccc(F)cc1
 : -1 | 4 | -3
- COc1ccccc1N(CC(=O)NC1CCCCC1)C(=O)CCC(=O)Nc1ccccn1
 : 1 | 6 | 2
- COc1ccc(CNC(=O)c2cc(-c3ccccc3O)n[nH]2)cc1
 : 8 | 1 | -19
- CCOC(=O)C1CCN(Cc2ccc(F)c(Br)c2)CC1
 : -7 | 6 | -7
- Cc1ccc2c(c1)[C@H]1[C@H](CO2)[C@H](c2ccccc2)[C@]2(C)C(=O)Nc3cc(Cl)ccc3C(=O)N12
 : 11 | 8 | 1
- O=C(c1ccc(-n2cnnn2)cc1)N1CCN(C(c2ccccc2)c2ccccc2)CC1
 : -7 | -2 | 2
- Cc1cc(=O)oc2cc(OCC(O)CN3CCc4ccccc4C3)ccc12 (stereo unspecified)
 : -6 | 6 | -18
- Cc1ccc(N(CC(=O)O)C2SC(=O)NC2=O)cc1 (stereo unspecified)
 : 1 | -8 | 13
- Cn1c(CO)cnc1SCc1ccc([N+](=O)[O-])cc1
 : -3 | 3 | 1
- O=C(CNC(=O)c1ccco1)OCc1ccc(Br)cc1
 : -3 | 10 | -1
- COc1ccccc1CCNC(=O)c1ccoc1C
 : -3 | -5 | -1
- Cc1cc2n(n1)C(c1ccc(N(C)C)cc1)Nc1ccccc1-2 (stereo unspecified)
 : 3 | -1 | 0
- Cc1cccc(C)c1NC(=O)N1CC=C(n2c(=O)[nH]c3ccccc32)CC1
 : 3 | -4 | -5
- Cc1ccccc1OCc1nnc(SCC(=O)NCc2ccccc2)n1C
 : -8 | -21 | -6
- Cc1cc(C)cc(NC(=O)c2cccc3c2C(=O)N(C2CCCCC2)C3)c1
 : 3 | -4 | 7
- CC1=C(C(=O)Nc2ccc(F)cc2)C(c2ccc(C)o2)C2=C(CC(C)(C)CC2=O)N1 (stereo unspecified)
 : 6 | 5 | 0
- CC(C)Sc1cc(N2CCOCC2)nc(-c2ccc(Cl)cc2)n1
 : -2 | 3 | -4
- Cc1ccc(NC(=O)c2ccnc(C(C)(C)C)c2)cc1
 : 71* | -12 | 7
- O=C1/C(=C/c2cccc3ccccc23)CCCc2ccccc21
 : 57* | 4 | 0
- O=C(Nc1ccc(N2CCCCC2)cc1)c1cncc(Br)c1
 : 9 | 8 | 24
- CCCC(=O)N(CCN1CCOCC1)c1nc2c(C)cccc2s1
 : -4 | -17 | 3
- COc1c(F)c(F)c(C(=O)O)c(Nc2ccccc2)c1F
 : 1 | 5 | -5
- CCOc1ccccc1Nc1ncnc2ccccc12
 : -37 | 4 | -3
- O=C(CCc1ccccc1)NCCCN1CCOCC1
 : -15 | 10 | 11
- c1ccc(CN2CCN(c3nc(-c4ccccc4)nc(-n4ccnc4)n3)CC2)cc1
 : -5 | 2 | 0
- COC(=O)c1c(C(=O)OC)c(C)n(Cc2cccnc2)c1C
 : -1 | -4 | -4
- CCCc1nc2sc3c(c2c(=O)n1N)CCC3
 : 3 | -10 | -2
- O=C(O)c1ccccc1C(=O)NCc1cccnc1
 : -3 | 1 | -13
- CC1(C)Cc2ccccc2C2CC(O)C(=O)N21 (stereo unspecified)
 : -1 | 3 | 10

(cont.)
Values run as follows: esBAF inh | RAD54 branch | ARNT-TACC3 inh
- CCOc1ccc(C2C(C(=O)c3ccco3)=C(O)C(=O)N2Cc2cccnc2)cc1OC (stereo unspecified)
 : 12 | 2 | -1
- COc1cccc(NC(=O)CCNC(=O)c2ccccc2Cl)c1
 : -7 | 5 | -5
- O=C(CSc1nc2ccccc2c(=O)n1CCCO)NCc1ccccc1
 : 0 | 6 | -21
- OCCN1CCN(CC(O)COc2ccc(Cl)cc2)CC1 (stereo unspecified)
 : 2 | -10 | -2
- CCC(c1nnnn1C(C)(C)CC)N(CCCO)Cc1cc2cccc(C)c2[nH]c1=O (stereo unspecified)
 : -1 | -6 | 0
- C=CCn1c(SCn2nnc3ccccc3c2=O)nnc1-c1ccc(F)cc1
 : -12 | -1 | -7
- COc1ccc2c(c1OC)CCC2=O
 : -3 | -19 | -6
- CS(=O)(=O)c1ccc2nc(N)sc2c1
 : 3 | -5 | 0
- CC(C)(C)c1ccc(C(=O)N2CCC(C(=O)NCC3CCCO3)CC2)cc1 (stereo unspecified)
 : 30 | 8 | -36
- Nc1nc(-c2ccccc2)cc(N2CCCCC2)n1
 : -6 | -6 | 4
- Cc1ccc(-n2c3c(cc(C(=O)O)c2=O)C(=O)CC(C)(C)C3)cc1
 : -7 | 4 | -5
- O=C(COC(=O)c1cn(-c2ccccc2)nc1-c1ccccc1)c1cccc([N+](=O)[O-])c1
 : -1 | -2 | 6
- Cn1c(=O)c(C(=O)CCl)c(N)n(CC2CC2)c1=O
 : -8 | 1 | -12
- Cc1ccc(N(CC(=O)NC2CCCC2)C(=O)c2c(C)noc2C)cc1C
 : -5 | 13 | 3
- Cn1cc(Cl)c(C(=O)Nc2nc3ccc(Cl)cc3s2)n1
 : 112* | -2 | -10
- CC(CCc1ccccc1)NCc1ccncc1 (stereo unspecified)
 : 3 | -10 | 0
- CCOc1ccc(-c2cn(CCC#N)cn2)cc1
 : 7 | -8 | -5
- CCCN(CCC)Cc1c(C(=O)OCC)nnn1-c1nonc1N
 : -7 | -5 | 30
- C=CCOc1ccc(C2N3CC4(CC)CN2CC(CC)(C3)C4=O)cc1 (stereo unspecified)
 : -8 | -1 | -13
- Cc1ccc(/C=C2/Sc3ccccc3N(CC(=O)NCC3CCCO3)C2=O)cc1 (stereo unspecified)
 : 11 | -2 | 3
- O=C(Nc1ccc2ccccc2c1)c1cnccn1
 : 3 | 6 | -5
- CCOC(=O)c1cc(C#N)c(NCc2ccccc2)nc1C
 : 3 | 2 | 5
- c1cnc2c(OCc3cn4cccnc4n3)cccc2c1
 : 12 | 2 | 43
- COC(=O)C(NC(=O)c1ccccc1)=C1C=C(C)OC(C)=C1
 : -14 | 0 | -19
- C=CCn1c(NCc2c[nH]c3ccccc23)nc2ccccc21
 : 30 | -2 | 0
- CCOC(=O)/C(N=O)=C(\O)C1CCN(C(=O)OCC)CC1
 : 12 | 5 | 5
- CCOc1ccc(CN(C(=O)c2oc3cc(C)ccc3c2C)C2CCS(=O)(=O)C2)cc1 (stereo unspecified)
 : 1 | -1 | 3
- CCOc1ccc2nc(N(CCN(C)C)C(=O)/C=C/c3cccs3)sc2c1
 : 1 | 5 | -11
- CCN1C(=O)c2cccc3c(NC(=O)c4ccc(S(=O)(=O)N(C)C)cc4)ccc1c23
 : 4 | 3 | 0
- Cc1ncc(S(=O)(=O)c2ccccc2)c(-c2ccccc2)n1
 : -9 | 2 | 0
- Cc1nc2ccccn2c1/C(O)=C1\C(=O)C(=O)N(CCN(C)C)C1c1cccnc1 (stereo unspecified)
 : -10 | 12 | -3
- Clc1ccc(-c2nnsc2SCc2ccccc2)cc1
 : 31 | -6 | -19
- O=C1CC(c2ccco2)Cc2nc(N3CCN(Cc4ccc5c(c4)OCO5)CC3)ncc21 (stereo unspecified)
 : 0 | 10 | -26
- Cc1ccnc(NC(=O)c2ccccc2[N+](=O)[O-])c1
 : 13 | -18 | -9
- Cc1cccc(CS(=O)(=O)c2ncc(Cl)c(C(=O)Nc3nnc(C(C)C)s3)n2)c1
 : -32 | 3 | -11
- O=C(Cc1ccc(F)cc1)N(c1ccccc1)C1C=CS(=O)(=O)C1 (stereo unspecified)
 : -3 | 0 | -15
- COc1cc(C(=O)NCCc2ccc3c(c2)OCCO3)ccc1OCC(=O)N1CCOCC1
 : -6 | 2 | 7
- O=C(COc1ccccc1)Nc1ccc(S(=O)(=O)N2CCOCC2)cc1
 : -14 | 4 | -33
- O=Cc1cn(-c2ccccc2)nc1-c1cc2c(ccc3ccccc32)oc1=O
 : 3 | 0 | -2

Molecules shown so far that contain an aryl methoxy group:
Values run as follows: esBAF inh | RAD54 branch | ARNT-TACC3 inh
- COc1ccc(N2CCN(S(=O)(=O)c3cccs3)CC2)cc1
 : 7 | -1 | 1
- COc1ccc(C2c3c4c(n(C)c3CCN2C)CCN(C)C4c2ccc(OC)cc2)cc1 (stereo unspecified)
 : 3 | 8 | -4
- COc1cccc(-n2c(C)nnc2SCC(=O)Nc2ccccc2N2CCOCC2)c1
 : -4 | -4 | -6
- COc1ccc(S(=O)(=O)N(CCc2ccccc2)CC(=O)O)cc1C
 : 11 | -6 | -2
- CCN(CC)CCN(Cc1cc2cc(C)ccc2[nH]c1=O)C(=O)Nc1ccccc1OC
 : -3 | 2 | 5
- COc1ccccc1N(CC(=O)NC1CCCCC1)C(=O)CCC(=O)Nc1ccccn1
 : 1 | 6 | 2
- COc1ccc(CNC(=O)c2cc(-c3ccccc3O)n[nH]2)cc1
 : 8 | 1 | -19
- COc1ccccc1CCNC(=O)c1ccoc1C
 : -3 | -5 | -1
- COc1c(F)c(F)c(C(=O)O)c(Nc2ccccc2)c1F
 : 1 | 5 | -5
- CCOc1ccc(C2C(C(=O)c3ccco3)=C(O)C(=O)N2Cc2cccnc2)cc1OC (stereo unspecified)
 : 12 | 2 | -1
- COc1cccc(NC(=O)CCNC(=O)c2ccccc2Cl)c1
 : -7 | 5 | -5
- COc1ccc2c(c1OC)CCC2=O
 : -3 | -19 | -6
- COc1cc(C(=O)NCCc2ccc3c(c2)OCCO3)ccc1OCC(=O)N1CCOCC1
 : -6 | 2 | 7
